USP2a block – qHTS Assay for Inhibitors of Ubiquitin-specific Protease USP2a Using CHOP2 as the Reporter; Ubiquitin carboxyl-terminal hydrolase 2 (Homo sapiens), O75604; USP2 core, Ub-CHOP2 coupled fluorogenic reporter, 485/531; Potency, µM (highest dose often 38.3 µM), for the others: top-dose activity change, negative = inhibition, actives largely listed as inhibitors; 0.01% of 330,000 active; AID 463254, 2010;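 further: potency means the concentration at half of the fitted maximal effect; plate controls were DMSO wells for no effect and full inhibition by NEM control for full effect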
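USP2 core (10nM final) preincubated 30min RT with compound in 20mM Tris-HCl pH 8.0, 2mM CaCl2, 2mM beta-mercaptoethanol, 0.05% CHAPS; 25nM Ub-CHOP2 plus 25nM reporter substrate added, fluorescence (Ex485/Em531) read after 60min.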
PKM2 act – qHTS Assay for Activators of Human Muscle isoform 2 Pyruvate Kinase; Pyruvate kinase PKM (Homo sapiens), P14618; purified PKM2, Kinase-Glo ATP luminescence, activation; response scale: 0% is enzyme alone, no compound; Potency, µM (top dose mostly 57.5 µM), for the others: at the highest dose activation, hits mostly activators; 0.34% of 260,000 active; further: potency means the concentration at half of the fitted maximal effect; nearly all actives have a fitted effect of over 55% in size
Target sequence (P14618 whole entry, looked up, canonical isoform): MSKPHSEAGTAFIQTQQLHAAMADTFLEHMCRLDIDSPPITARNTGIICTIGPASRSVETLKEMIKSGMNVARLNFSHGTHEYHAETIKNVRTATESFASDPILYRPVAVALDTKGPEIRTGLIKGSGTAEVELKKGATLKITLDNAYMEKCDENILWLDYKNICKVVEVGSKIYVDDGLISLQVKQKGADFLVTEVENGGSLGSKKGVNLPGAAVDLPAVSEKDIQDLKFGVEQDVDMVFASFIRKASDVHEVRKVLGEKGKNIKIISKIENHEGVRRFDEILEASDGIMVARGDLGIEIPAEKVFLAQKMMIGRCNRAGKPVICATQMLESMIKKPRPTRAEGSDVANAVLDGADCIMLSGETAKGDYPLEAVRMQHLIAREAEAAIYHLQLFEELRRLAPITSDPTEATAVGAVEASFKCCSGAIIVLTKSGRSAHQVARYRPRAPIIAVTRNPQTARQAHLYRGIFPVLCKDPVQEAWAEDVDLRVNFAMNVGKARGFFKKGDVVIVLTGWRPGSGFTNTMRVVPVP
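Purified hPK-M2 (>95%) run at intermediate activity with 0.1 mM ADP and 0.5 mM PEP in 50 mM imidazole pH 7.2, KCl, MgCl2; 1 h room temperature. ATP formed read by Kinase-Glo luminescence; normalized to uninhibited and no-enzyme controls.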
Giardia kill – Small Molecules that selectively kill Giardia lamblia: qHTS | activity change, % at 7.66 µM, hits read low | 0.15% of 340,000 active | AID 540267, 2011 | Giardia lamblia trophozoite viability; in the data active means activity change below about -80%; inconclusive means between about -30% and that limit;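 further: parasites exposed to compound for two days anaerobically before the ATP read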
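Giardia trophozoites, 100 cells per well, were exposed to compounds for 48 hrs at 37 deg C under anaerobic conditions; viability was then read as ATP content by bioluminescence after 15-30 min at room temperature.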
B2AR arrestin – qHTS assay of beta-arrestin-biased ligands of beta2-adrenergic receptor; Beta-2 adrenergic receptor (Homo sapiens), P07550; 0.02% of 330,000 active; beta-arrestin recruitment to beta2AR, cell-based reporter; Potency, µM (titrated, usually from 46.1 µM), inactives show at the highest dose activation, usual class: activators; AID 492947, 2010;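 further: potency means the concentration at half of the fitted maximal effect; 0% = DMSO controls and full agonism = EC100 isoproterenol or metaproterenol; nearly all actives have a fitted effect of over 65% in size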
Eya2 phos inh – qHTS Assay for Inhibitors of the Phosphatase Activity of Eya2 | Protein phosphatase EYA2 (Homo sapiens), O00167 | recombinant Eya2, OMFP fluorescence dephosphorylation (OMFP is methylfluorescein phosphate) | Potency, µM (doses to about 76.9 µM), inactives show top-dose activity, negative = inhibition, usual class: inhibitors | 0.006% of 330,000 active; further: potency means the concentration at half of the fitted maximal effect
Target sequence (O00167 whole entry, looked up): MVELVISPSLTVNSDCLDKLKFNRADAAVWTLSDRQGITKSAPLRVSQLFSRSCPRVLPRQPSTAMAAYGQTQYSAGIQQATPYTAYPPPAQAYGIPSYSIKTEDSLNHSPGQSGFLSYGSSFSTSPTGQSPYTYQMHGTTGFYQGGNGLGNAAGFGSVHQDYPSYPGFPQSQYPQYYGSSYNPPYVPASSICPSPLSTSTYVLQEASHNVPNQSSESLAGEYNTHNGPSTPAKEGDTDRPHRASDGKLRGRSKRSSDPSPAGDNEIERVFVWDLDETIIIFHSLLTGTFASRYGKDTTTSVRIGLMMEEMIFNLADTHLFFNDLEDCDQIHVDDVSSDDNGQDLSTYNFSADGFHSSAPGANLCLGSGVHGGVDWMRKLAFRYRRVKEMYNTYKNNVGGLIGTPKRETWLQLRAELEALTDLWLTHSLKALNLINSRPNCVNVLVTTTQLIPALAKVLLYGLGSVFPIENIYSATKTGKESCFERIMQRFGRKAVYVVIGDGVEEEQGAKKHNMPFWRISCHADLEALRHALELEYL
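Eya2 (0.2 uM) preincubated 10 min at ambient with compound, then OMFP substrate added at 50 uM; 10 min reaction in 50 mM HEPES pH 7.5, 50 mM NaCl, 5 uM MgCl2, 0.05% BSA, 1 mM DTT. Fluorescence read at Ex 485/Em 525 nm.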
BCR signal inh – qHTS Assay to Find Inhibitors of Chronic Active B-Cell Receptor Signaling; ABC-DLBCL IkBa-CBG/CBR reporter, luminescence ratio, 4 h; Potency, µM (doses to about 46.1 µM), for inactives: top-dose ratio change, negative = lower green/red ratio, hits mostly inhibitors; 0.05% of 340,000 active; AID 493014, 2011; active means well fitted inhibition curve with a large enough effect in the signal ratio, with a control signal flat, not every such curve was filed as active; inconclusive means small, poorly fitted or top-dose-only effect, or effect the other way, or a change in a side signal; the % refers to the signal ratio;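 further: potency means the concentration at half of the fitted maximal effect; plate controls were basal doxycycline-induced cells for no effect and cells given 10 µM MG132 for full effect; MG132 reads +100%, hits lower the ratio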
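Doxycycline induced both beetle luciferases in TMD8 lymphoma cells; IKK-driven degradation limits the IkappaBalpha-fused green signal, while red luminescence normalises for cell number and nonspecific effects. Compounds tested up to 46 uM, 4 hrs.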
KCNH2 3.1 block – qHTS for Inhibitors of KCHN2 3.1: Mutant qHTS. activity change, % (tested at about 1.8 µM). Potassium voltage-gated channel subfamily H member 2, brain isoform KCNH2 3.1 (human). 0.95% of 340,000 active. U2OS KCNH2 3.1, thallium flux FluxOr; hits give low values;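 active means maximum activity change below -70%; inconclusive means maximum activity change from -70% to -50%; inactive means maximum activity change above -50%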;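 further: thallium influx rate constant from kinetic fluorescence after stimulation buffer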
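Thallium flux via FluxOr fluorescence (Red40 quencher, 45 min loading) in U2OS cells virally expressing the KCNH2 3.1 isoform (1.77 x 10^8 /mL virus, overnight at 37 C). Rate constants from 2-min kinetic reads post-stimulation, normalised to positive and negative controls.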
GALK inhibitor – qHTS Assay for Inhibitors of Human Galactokinase (GALK); P51570; Purified GALK, Kinase-Glo residual ATP luminescence; Potency, µM (highest dose often 57.5 µM), without a hit: at the top dose activity change, negative = inhibition, most hits filed as inhibitors; 0.007% of 270,000 active; AID 1868, 2009; further: potency means the concentration at half of the fitted maximal effect
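Luminescence from leftover ATP (Ultra-Glo luciferase/luciferin) served as read-out after a 1 h room-temperature reaction of 5 nM GALK with 35 uM ATP and 100 uM galactose.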
Coupling enz – qHTS Assay for Inhibitors of Fructose-1,6-bisphosphate Aldolase from Giardia Lamblia: Coupling assay counterscreen. coupling enzyme system counterscreen, AmpLite Red fluorescence. activity change, negative = inhibition, % at 58.2 µM, hits read low. 0.67% of 290,000 active; in the data active means activity change below about -30%
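Compounds tested against the coupling enzymes alone at 57.5 uM final; readout was AmpLite Red fluorescence (525/598 nm) after 20 min at RT.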
uPA surface inh – qHTS for Inhibitors of Cell Surface uPA Generation; 0.31% of 330,000 active; Potency, µM (highest dose often 38.3 µM), without a hit: at the top dose activity change, negative = inhibition, usual class: inhibitors; cell surface uPA generation assay, qHTS; active means well fitted inhibition curve with a large enough effect; inconclusive means small, poorly fitted or top-dose-only effect; inactive means no such curve, though single readings can be large or run the other way; tested in mouse RAW 264.7 cells; further: potency means the concentration at half of the fitted maximal effect; nearly all actives have a fitted effect of over 55% in size
hERG WT inh – qHTS for Inhibitors of KCHN2 3.1: Wildtype qHTS; Voltage-gated inwardly rectifying potassium channel KCNH2 (Homo sapiens), Q12809; U2OS, BacMam KCNH2, thallium flux FluxOr; hits give low values; activity change, % at 1.84 µM; 0.37% of 340,000 active;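 active means maximum activity change below -70%; inconclusive means maximum activity change between -70% and -50%; inactive means maximum activity change above -50%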
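U2OS cells transduced with wild-type KCNH2 virus are loaded with FluxOr dye for 45 min, and thallium flux is measured in kinetic reads before and after stimulation buffer. Rate constants are normalized to DMSO controls.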
Starred values were filed as active, the others as inactive; i = inactive; ? = inconclusive; / = no result given; & = joins results of further samples; [ ] = dose if it differs, or a comment. Unless noted, the call rests on the fitted dose curve; in most records, active means well fitted curve in the direction sought with a large enough effect; inconclusive means small, poorly fitted or top-dose-only effect, or another doubt; inactive means no such curve, though single readings can be large; an effect the other way counts as inactive or inconclusive. Unless noted, on the % scale 0 is the no-effect control and ±100 the full control effect. Rows were taken by chance; any-hit rate near 2.4%.

SMILES	USP2a block	PKM2 act	Giardia kill	B2AR arrestin	Eya2 phos inh	BCR signal inh	KCNH2 3.1 block	GALK inhibitor	Coupling enz	uPA surface inh	hERG WT inh
CCCN(Cc1ccc(N(CC)CC)cc1)CC1CC1	-10%	-2%	0	0.4%	-8%	5%	14	-2%	1	8%	6
COCCn1c(SC(C)C(=O)Nc2ccc(Cl)cn2)nnc1-c1ccncc1 (stereo unspecified)	0%	3%	9	0.1%	-4%	3%	0	5%	-1	8%	-11
CC(C)Cc1nc(C(N)=O)c2[nH]c(=O)n(-c3ccc(F)cc3)c2n1	0%	-1%	-2	-0.1%	-12%	?	25	3%	7	-3%	9
COc1ccc(CCNC(=O)CSc2nc3ccccc3o2)cc1OC	0%	-3%	13	0.5%	20%	?	11	-1%	2	1%	19
CCC(C)NS(=O)(=O)c1ccc(S(=O)(=O)N2CCCC3(CCCCC3)C2)cc1 (stereo unspecified)	-1%	0%	-16	-0.1%	-24%	17%	-5	-3%	-4	-3%	-8
CCc1ccccc1NC(=O)CN1CCC(NC(=O)COC)CC1	0%	-4%	9	-0.7%	9%	-3%	-9	2%	1	-3%	12
CC1CCC(NC(=O)COC(=O)C2=NN(c3ccccc3)C(=O)CC2)CC1 (stereo unspecified)	1%	/	7	-0.9%	11%	2%	4	/	/	8%	-1
COc1ccc(CCNC(=O)CSc2nc3[nH]ncc3c(=O)[nH]2)cc1OC	0%	7%	-10	-0.3%	-6%	0%	-1	1%	2	0%	-3
CCOC(=O)C1=C(CN2CCSCC2)NC(=O)NC1c1cccc([N+](=O)[O-])c1 (stereo unspecified)	3%	-1%	4	-0.1%	-1%	0%	-2	-1%	7	15%	-6
O=C(NCCC1CCCCN1S(=O)(=O)c1ccccc1)C(=O)Nc1ccccc1F (stereo unspecified)	1%	/	1	-0.4%	-6%	18%	16	/	/	9%	-1
CC(NC(=O)c1ccc(F)cc1)c1ccc(F)cc1 (stereo unspecified)	0%	-6%	-16	-0.3%	4%	2%	-2	0%	1	1%	2
COc1ccc(N2CCN(C(=O)c3cc4c(-c5cccc(OC)c5)nn(C)c4s3)CC2)cc1	-1%	11%	-4	0.0%	5%	8%	-35	0%	3	-5%	1

Reprinted at random: two entries already listed.
SMILES	USP2a block	PKM2 act	Giardia kill	B2AR arrestin	Eya2 phos inh	BCR signal inh	KCNH2 3.1 block	GALK inhibitor	Coupling enz	uPA surface inh	hERG WT inh
CCCN(Cc1ccc(N(CC)CC)cc1)CC1CC1	-10%	-2%	0	0.4%	-8%	5%	14	-2%	1	8%	6
COc1ccc(CCNC(=O)CSc2nc3[nH]ncc3c(=O)[nH]2)cc1OC	0%	7%	-10	-0.3%	-6%	0%	-1	1%	2	0%	-3

The list goes on.
SMILES	USP2a block	PKM2 act	Giardia kill	B2AR arrestin	Eya2 phos inh	BCR signal inh	KCNH2 3.1 block	GALK inhibitor	Coupling enz	uPA surface inh	hERG WT inh
O=C(N/N=C/c1ccccn1)C12CC3CC(CC(C3)C1)C2	-1%	-6%	-23	6.2%	2%	-2%	5	4%	-2	1%	-11
CC1CCC2(CC1)NC(=O)N(Cc1cccc(C(F)(F)F)c1)C2=O (stereo unspecified)	0%	2%	13	0.6%	-1%	-1%	11	7%	0	-3%	6
O=C(CSc1nnc(-c2ccccc2)o1)N1CCc2ccccc2C1	-3%	7%	0	-0.2%	8%	?	2	0%	-13	2%	7
Cc1nccn1CC(=O)N/N=C/c1cc(Br)cs1	0%	-2%	1	0.1%	-14%	-15%	6	4%	0	3%	9
CCC(C)NC(=O)c1cc(S(=O)(=O)N2CCCCC2)c[nH]1 (stereo unspecified)	1%	5%	-7	0.2%	-5%	-12%	7	/	0	23%	4
Brc1cccc(Nc2nc(-c3cccnc3)cs2)c1	3%	?	-15	-0.8%	-2%	?	-5	1%	-2	-5%	-9
S=C(NCc1ccccc1)NC1CCSc2ccccc21 (stereo unspecified)	2%	4%	11	0.0%	-9%	-2%	-5	-2%	/	0%	-2
CCOC(=O)c1c(NC(=O)CSc2nnnn2C)sc(C)c1-c1ccc(C)cc1	-10%	-5%	-4	0.4%	-4%	?	-19	-4%	0	/	2
CC(NC(=O)C(=O)NN=C1CCCCCC1)c1ccccc1 (stereo unspecified)	0%	5%	-13	-0.1%	-4%	0%	-5	-2%	0	1%	-21
CC(=O)Nc1ccccc1OCc1nnc(-c2ccccc2Cl)o1	1%	-1%[11.5 µM]	11	0.2%	12%	-7%	5	-2%	2	-4%	1
COc1ccc(/C=C/C(=O)NCC(=O)N/N=C/c2cccs2)cc1	0%	2%	7	0.1%	4%	3%	-5	-4%	1	0%	-7
Cc1cnc(C(=O)OCC(=O)NC2CCCCCCC2)cn1	0%	-6%	-16	-0.1%	-23%	-2%	2	1%	-4	4%	i
COc1ccc(NC(=O)c2ccc(N(C)S(C)(=O)=O)cc2)cc1OC	2%	-4%	-12	-0.2%	-3%	?	6	0%	-2	-18%	-1
O=c1c(F)cn(C2CCCO2)c(=O)n1Cc1c(Cl)cccc1Cl (stereo unspecified)	-1%	13%	0	0.7%	17%	-7%	3	-1%	8	-6%	21
COc1cccc(NCc2cc3c(C(C)(C)C)nn(-c4ccccc4)c3[nH]c2=O)c1	-12%	-11%	8	-1.3%	-19%	?	6	-1%	-7	-9%	-15
CCOC(=O)Cc1csc(NC(=O)C(C)c2ccc([N+](=O)[O-])cc2)n1 (stereo unspecified)	1%	-5%	-16	0.0%	-1%	4%	-11	2%	2	-1%	17
CCc1ccc(Nc2nnc(SCC(=O)N(C)C3CCS(=O)(=O)C3)s2)cc1 (stereo unspecified)	5%	2%	-27	-0.1%	-13%	?	0	5%	-1	?	-4
O=C(Nc1nccs1)c1ccc(Cl)s1	4%	-3%	-12	0.3%	-14%	?	3	1%	2	-2%	11
O=C(Nc1cccc(F)c1)NC1CCCCC1	0%	-23%	-4	-0.3%	9%	?	-10	1%	-3	/	0
CN(CCNC(=O)CCNC(=O)Cn1ccc2ccccc2c1=O)Cc1ccccc1	-2%	-7%	1	-0.5%	-1%	0%	-5	-1%	1	1%	-10
Cc1ccc(C)c(N2N=C(C(=O)Nc3ccccc3N3CCCC3)CCC2=O)c1	-9%	0%	12	-0.8%	-14%	2%	/	-9%	/	4%	-6
CC(=O)N=c1ncn(CC(COC(C)=O)OC(C)=O)c2nc[nH]c12 (stereo unspecified)	1%	2%	1	0.0%	7%	-1%	-1	5%	3	-2%	13
CC(NC(=O)Nc1ccccc1Cl)c1ccc2c(c1)OCO2 (stereo unspecified)	-3%	-1%	-11	0.1%	-1%	0%	4	1%	-1	1%	38
Cc1ccc(SCCC(=O)OCC(=O)Nc2ccc(S(N)(=O)=O)cc2)cc1	0%	1%	11	-0.1%	-5%	1%	15	-3%	0	4%	1
COc1ccc(/C=C/C(=O)N[C@H](C(=O)O)C(C)C)cc1	0%	1%	-11	-0.1%	-5%	?	-12	9%	3	1%	-2
C[n+]1cccc(/C=N/Nc2nc(Cl)c(C#N)c(Cl)c2Cl)c1	15%	1%	11	-0.9%	4%	10%	19	9%	-2	-4%	0
CC(C)(C)OC(=O)N1CCC[C@H]1C(=O)Nc1ccc(Br)cc1	1%	/	5	-0.8%	10%	0%	4	5%	0	2%	-1
Cc1cc2ccccc2n1CCNC(=O)c1cccs1	-1%	9%	13	-0.1%	7%	5%	-2	4%	-5	-18%	2
O=C(Nc1ccccc1F)c1ccc(Br)o1	4%	-11%	-9	-0.3%	6%	11%	13	/	0&0	-2%	7
CCCCN1C(=O)NC(NS(=O)(=O)c2ccc(N)cc2)(C(F)(F)F)C1=O (stereo unspecified)	1%	-1%	-12	0.2%	-4%	9%	-10	5%	2	/	8
CC1CCN(S(=O)(=O)c2cccc(C(=O)Oc3ccc([N+](=O)[O-])cc3)c2)CC1	4%	4%	-7	-0.7%	-3%	-2%	2	2%	5	-2%	-22
Cc1ccc(NC(=O)COC(=O)Cn2c(C)csc2=O)c([N+](=O)[O-])c1	3%	/	-19	-0.2%	3%	?	11	/	/	-3%	-1

Assay outcomes (PubChem)
